# Assay outcomes: PubChem BioAssay, National Center for Advancing Translational Sciences (NCATS)
# Eya2 phos inh – Eya2 (human) phosphatase inhibition; Potency, µM (highest dose often 76.9 µM), inactives show at the highest dose activity, negative = inhibition, hits mostly inhibitors; O00167; actives 0.006% (n = 330,000); recombinant Eya2, OMFP fluorescence dephosphorylation (OMFP is methylfluorescein phosphate); AID 488837; further: potency means the concentration at half of the fitted maximal effect; on the % scale 0 is the no-effect control and ±100 the full control effect
#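 Eya2 (0.2 uM) preincubated 10 min at ambient with compound, then OMFP substrate added at 50 uM; 10 min reaction in 50 mM HEPES pH 7.5, 50 mM NaCl, 5 uM MgCl2, 0.05% BSA, 1 mM DTT. Fluorescence read at Ex 485/Em 525 nm.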
# TCR act – T cell receptor activation; primary human leukocytes, anti-CD3, IL-2 HTRF, 48 h; Potency, µM (top dose mostly 9.22 µM), inactives show at the top dose activation of IL-2 secretion, usual class: activators; 330,000 tested, under 10 active; further: % of control where 0% means no effect
#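 Primary human leukocytes incubated 48 hr with anti-CD3 beads plus compound, without co-stimulation. Secreted IL-2 measured by HTRF (europium cryptate/d2 anti-IL-2 pair, 320 nm excitation, 665 nm emission).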
# KCNH2 3.1 block – inhibitors of human KCNH2 3.1 potassium channel isoform; activity change, % (tested at about 1.8 µM); actives 0.95% (n = 340,000); AID 720553; U2OS KCNH2 3.1, thallium flux FluxOr; stronger effect = lower value;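 active means maximum activity change below -70%; inconclusive means maximum activity change from -70% to -50%; inactive means maximum activity change above -50%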;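 further: thallium influx rate constant from kinetic fluorescence after stimulation buffer; on the % scale 0 is the no-effect control and ±100 the full control effect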
#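 We transduce U2OS cells with the mutant 3.1 virus, culture them overnight, load FluxOr with Red40 quencher for 45 min, then add stimulation buffer and read kinetically for 2 min to derive a normalized rate constant.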
# USP2a block – USP2a (human) protease inhibition. O75604. USP2 core, Ub-CHOP2 coupled fluorogenic reporter, 485/531. Potency, µM (series often up to 38.3 µM), without a hit: at the highest dose activity change, negative = inhibition, hits mostly inhibitors. actives 0.01% (n = 330,000). AID 463254;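 further: potency means the concentration at half of the fitted maximal effect; plate controls were DMSO wells for no effect and full inhibition by NEM control for full effect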
#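 Deubiquitinase activity read as fluorescence (485/531 nm) after Ub-CHOP2 cleavage activates the enterokinase reporter on its substrate; USP2 core 10nM, Ub-CHOP2 and substrate 25nM each, 30min compound preincubation then 60min RT; data normalized to NEM, curves fitted.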
# A-T KAP1 phos – candidate therapy for ataxia-telangiectasia; Potency, µM (doses to about 57.5 µM), for inactives: at the highest dose activation, most hits filed as activators; actives 0.19% (n = 320,000); […] A-T fibroblasts, KAP-1 phosphorylation AlphaLISA; neocarzinostatin DNA damage 30 min before lysis; further: potency means the concentration at half of the fitted maximal effect; % of control where 0% means no effect; nearly all actives have a fitted effect of over 45% in size
#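 hTERT-immortalized A-T patient fibroblasts ([…]), 500 cells/well in OPTI-MEM, 1% FBS, got compounds for 60 min, then NCS for 30 min at 37C. Lysates were then assayed for phospho-KAP-1 by AlphaLISA (anti-pKAP1 donor, anti-KAP1 acceptor beads), 6 hr at 25C.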
# TSHR antag – antagonists of human thyroid stimulating hormone receptor. P16473. TSHR-expressing cells, TSH-stimulated cAMP HTRF, 2 h; stronger effect = lower value. activity change, negative = inhibition, % at 11.5 µM. actives 0.2% (n = 330,000). AID 504810;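 active means activity change below a set negative limit, meaning inhibition stronger than a set level, cut at about -70% in these data; inconclusive means activity change between two set negative limits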; further: on the % scale 0 is the no-effect control and ±100 the full control effect
# Target sequence (P16473 whole entry, looked up): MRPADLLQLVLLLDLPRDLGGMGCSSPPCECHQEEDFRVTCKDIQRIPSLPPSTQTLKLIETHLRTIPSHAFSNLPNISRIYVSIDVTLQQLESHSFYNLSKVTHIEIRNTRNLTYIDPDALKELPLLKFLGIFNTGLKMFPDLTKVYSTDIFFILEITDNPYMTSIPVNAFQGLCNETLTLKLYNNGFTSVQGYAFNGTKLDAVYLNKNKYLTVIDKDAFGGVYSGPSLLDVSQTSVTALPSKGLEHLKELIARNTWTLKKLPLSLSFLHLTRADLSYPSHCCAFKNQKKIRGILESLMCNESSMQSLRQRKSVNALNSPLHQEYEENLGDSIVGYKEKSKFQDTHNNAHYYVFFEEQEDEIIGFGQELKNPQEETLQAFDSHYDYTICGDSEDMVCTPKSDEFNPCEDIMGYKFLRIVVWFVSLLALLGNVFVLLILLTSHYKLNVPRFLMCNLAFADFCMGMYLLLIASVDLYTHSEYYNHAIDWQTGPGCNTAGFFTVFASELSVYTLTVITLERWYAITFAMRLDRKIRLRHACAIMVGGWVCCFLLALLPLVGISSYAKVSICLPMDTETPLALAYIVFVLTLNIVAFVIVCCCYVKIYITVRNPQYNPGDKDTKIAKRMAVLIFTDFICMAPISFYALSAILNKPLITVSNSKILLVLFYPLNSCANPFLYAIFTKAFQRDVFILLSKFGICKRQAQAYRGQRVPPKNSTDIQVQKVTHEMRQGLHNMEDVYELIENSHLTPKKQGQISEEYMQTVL
#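 Antagonism was scored as loss of TSH-driven cAMP in TSHR cells, stimulated with 4nM TSH (EC80) for 2 hours at 37 deg C and detected by homogeneous HTRF competition immunoassay.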
# ELG1 DNA repair – inhibitors of ELG1-dependent DNA repair in HEK293T cells | HEK293T ELG1-luciferase reporter, luminescence, 16 h; DNA damage induced by 5-fluorouridine | Potency, µM (titrated, usually from 46.1 µM), without a hit: top-dose activity change, negative = inhibition, actives largely listed as inhibitors | actives 2.3% (n = 330,000); further: potency means the concentration at half of the fitted maximal effect; on the % scale 0 is the no-effect control and ±100 the full control effect; nearly all actives have a fitted effect of over 55% in size
#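 HEK293T cells expressing luciferase-tagged ELG1 (2,000/well) received 5-Fluorouridine plus compound or DMSO for 16 hr at 37 °C. Luciferase was read by ONE-Glo luminescence after 30 min at room temperature.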
# Mito fusion yeast – inhibitors of mitochondrial division or activators of mitochondrial fusion; S. cerevisiae fusion-defective mutant growth rescue, CellTiterGlo 48 h; Potency, µM (top dose mostly 46.1 µM), for inactives: at the top dose growth rescue (activation), hits mostly activators; actives 0.23% (n = 320,000);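 further: potency means the concentration at half of the fitted maximal effect; % of control where 0% means no effect; nearly all actives have a fitted effect of over 45% in size; temperature-sensitive fusion mutants such as fzo1-1 at 37 °C on non-fermentable ethanol glycerol medium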
#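 Compounds are tested for their ability to restore growth of mitochondrial fusion-defective yeast strains at non-permissive 37C in YPEG medium over 48 hours. Viability is quantified by luciferase luminescence.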
# TRPV1 agonist – activates the human vanilloid receptor TRPV1 | TRPV1-expressing cells, Fluo-8 calcium influx, agonist mode | activation, % at 8.33 µM | actives 0.19% (n = 320,000) | Q8NER1; in the data active means activation above about 80%; inconclusive means between about 30% and that limit; further: 0% is about no effect
#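 Cells expressing TRPV1 were dye-loaded with Fluo-8 and read kinetically: 10 s baseline, 3 min after compound (agonist portion), then 2 min after EC20 capsaicin (allosteric enhancer portion). Calcium-bound dye fluorescence at 480/520 nm.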
# hERG WT inh – inhibitors of human wildtype KCNH2 potassium channel. Q12809. U2OS, BacMam KCNH2, thallium flux FluxOr; stronger effect = lower value. actives 0.37% (n = 340,000). AID 720551. activity change, % at 1.84 µM;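 active means maximum activity change below -70%; inconclusive means maximum activity change between -70% and -50%; inactive means maximum activity change above -50%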; further: on the % scale 0 is the no-effect control and ±100 the full control effect
#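 U2OS cells transduced with wild-type KCNH2 virus are loaded with FluxOr dye for 45 min, and thallium flux is measured in kinetic reads before and after stimulation buffer. Rate constants are normalized to DMSO controls.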
# * = called active by the depositor; ? = inconclusive; . = no result given; & = joins results of further samples; [ ] = dose if it differs, or a comment. Unless noted, the call rests on the fitted dose curve; in most records, active means well fitted curve in the direction sought with a large enough effect; inconclusive means small, poorly fitted or top-dose-only effect, or another doubt; inactive means no such curve, though single readings can be large; an effect the other way counts as inactive or inconclusive. These rows are one share of the data. The share of hits here may be higher or lower than overall.
SMILES,Eya2 phos inh,TCR act,KCNH2 3.1 block,USP2a block,A-T KAP1 phos,TSHR antag,ELG1 DNA repair,Mito fusion yeast,TRPV1 agonist,hERG WT inh
O=C(Cc1ccccc1)NCC(=O)OCc1ccc([N+](=O)[O-])cc1,1%,6%[46.1 µM],9,-1%,-4%,1,4%,-2%,9,-4
COCCCNC(=O)CCc1c(C)c2cc3c(C)coc3cc2oc1=O,12%,0%,-15,0%,1%,-3,0%,-1%,7,-2
Cc1cc(C)c(-c2csc(NC(=O)c3cc([N+](=O)[O-])ccc3N3CCOCC3)n2)c(C)c1,-19%,-4%[46.1 µM],-17,-12%,1%,-1,-17%,16%,3,-4
Cc1ccc(C)c(NC(=O)c2cc(-c3cc(C)cc(C)c3O)n[nH]2)c1,12%,9%,-1,2%,9%,-5,?,-1%,-4,1
COc1ccc(N2C(=O)CC(N3CCN(c4ccc(S(C)(=O)=O)cc4)CC3)C2=O)cc1 (configuration not stated),-11%,.,-11,2%,-2%,5,8%,-3%,2,39
Cc1nn(CC(=O)N2c3ccccc3NC(=O)C2(C)C)c(C)c1[N+](=O)[O-],-4%,9%,20,-2%,-3%,-1,8%,-5%,-1,6
CC(OC(=O)C1=Cc2ccccc2OC1)C(=O)NC(C)(C)C (configuration not stated),7%,-6%,-3,-2%,-9%,2,?,-8%,4,-10
Cc1cc(NC(=O)COc2ccc(C)c(C)c2)no1,-12%,-2%,2,2%,-6%,-1,?,-6%,11,-15
COC(=O)c1cc(-c2ccc(OC)c(OC)c2)n[nH]1,0%,-1%,-1,2%,-3%,0,?,-3%,-3,-2
O=C(c1ccc2nc[nH]c2c1)N1CCN(c2cccc(Cl)c2)CC1,-10%,3%,6,-2%,9%,0,-28%,5%,-3,-12
O=C(Nc1nc(-c2ccccc2)cs1)C1CCCCN1S(=O)(=O)c1ccccc1 (configuration not stated),2%,2%,-44,-1%,-2%,-25,?,19%,13,6
N#Cc1c(Cl)cccc1N1CCC(C(N)=O)CC1,-3%,2%,-7,-2%,-8%,6,-1%,-6%,-4,1
COCCn1c(SCC(=O)N2CCCC2)nnc1-c1ccco1,0%,-2%,2,8%,5%,-31,-2%,-6%,1,8
Nc1nonc1-n1nnc(C(=O)N/N=C/c2cc(Br)ccc2O)c1CNc1ccccc1,0%,7%,18,-1%,-5%,-20,?,-6%,2,-2
Cc1cc(C(C)(C)C)cc(C)c1COC(=O)CN1C(=O)NC2(CCCC2)C1=O,3%,2%,8,0%,9%,-9,3%,18%,7,-8
COc1ccccc1NC(=O)C1=C(C)NC(SCC(=O)Nc2ccc(C(=O)O)cc2)=C(C#N)C1c1cccs1 (configuration not stated),14%,7%,6,1%,-55%[inhibitor],-8,11%,2%,2,22
Cc1cc(S(=O)(=O)c2cc3ccc(O)c(C)c3oc2=O)ccc1F,9%,5%,-11,8%,18µM*,-10,-7%,6%,?,0
CCOc1ccc(NC(=O)N(C2CCCCC2)C(C)c2ccncc2)cc1 (configuration not stated),5%,2%,-11,-2%,-7%,6,-8%,0%,1,2
S=c1[nH]nc(NCCCN2CCOCC2)s1,17%,-3%,2,5%,2%,25,-9%,9%,2,-1
O=C(Nc1cccc(Oc2c(F)c(F)c(F)c(F)c2F)c1)N1C[C@@H]2C[C@@H](C1)c1cccc(=O)n1C2,-5%&-17%,3%,-2,1%&6%,2%,-5&6,?,0%&5%,25&17,-8

# The list goes on; it opens with the 2 that closed the last part.
SMILES,Eya2 phos inh,TCR act,KCNH2 3.1 block,USP2a block,A-T KAP1 phos,TSHR antag,ELG1 DNA repair,Mito fusion yeast,TRPV1 agonist,hERG WT inh
S=c1[nH]nc(NCCCN2CCOCC2)s1,17%,-3%,2,5%,2%,25,-9%,9%,2,-1
O=C(Nc1cccc(Oc2c(F)c(F)c(F)c(F)c2F)c1)N1C[C@@H]2C[C@@H](C1)c1cccc(=O)n1C2,-5%&-17%,3%,-2,1%&6%,2%,-5&6,?,0%&5%,25&17,-8
CC(C)n1ncc2c(C(=O)N3CCN(Cc4ccc(Br)s4)CC3)cc(C3CC3)nc21,18%,-5%,-2,1%,-2%,21,?,?,26,2
S=C(NN=C(C1CC1)C1CC1)Nc1ccccc1,-10%,1%[46.1 µM],1,0%,-2%,-13,?,-8%,-4,-5
OCC[C@@H]1C[C@@H](O)[C@H](O)[C@@]2(CCc3ccccc3CO2)O1,-4%,-5%,-9,2%,0%,0,23%,1%,2,-1
Cc1ccc(C(=O)OC2CCN(c3ccc([N+](=O)[O-])cc3)CC2)cc1,-21%,-7%,-4,-1%,5%,-4,17%,2%,-1,-2
CNC(=O)/C(=C\c1ccco1)NC(=O)c1ccco1,-1%,4%,3,0%,8%,-14,-6%,2%,-4,4
COc1ccc(-c2nc(NC(=O)Cn3ccc(C(F)(F)F)n3)sc2C)cc1,2%,4%,16,-2%,.,-15,?,-5%,2,-1
O=C(Nc1sc2c(c1C(=O)O)CCCCC2)c1ccccc1,11%,0%,-1,1%,-1%,-35,?,?,-7,9
Cc1sc(N)nc1-c1cccs1,-2%,-1%[46.1 µM],-12,0%,.,1,?,8%,-2,5
CCS(=O)(=O)Nc1cc(-c2nc3cccnc3s2)ccc1C,-1%,1%,1,0%,1%,3,?,10%,3,-13
CC1=C(C(=O)Nc2ccccc2C)C(c2ccc(C)o2)n2c(s/c(=C/c3ccccc3)c2=O)=N1 (configuration not stated),26%,0%,-11,0%,-9%,8,?,3%,1,-17
O=C(O)c1cc(Cl)c(Cl)cc1C(=O)Nc1cccnc1,4%,.,.,1%,0%,12,3%,8%,-3,.
CC(=O)N1N=C(c2cccc(Cl)c2)OC1c1cccc([N+](=O)[O-])c1 (configuration not stated),-5%,-1%,-6,4%,8%,-13,-15%,11%,27,0
Cc1ccc(NC(=O)c2cc(CC(C)C)nc3ccccc23)cc1,-1%,-4%,2,-1%,6%,-15,21µM*,-4%,28,4
c1ccc(CNc2ncnc3scc(-c4cccs4)c23)nc1,-8%,6%,-5,-1%,8%,-45,8.2µM*,-1%,13,-5
COc1cc(NC(=S)N2CCN(C(=O)c3ccco3)CC2)c(OC)cc1Cl,-3%,-3%[46.1 µM],-3,0%,-4%,18,1%,1%,3,-1
Cc1ccc(Sc2ncccc2C(=O)O)cc1C,1%,-4%[46.1 µM],0,0%,.,-8,-1%,-3%,5,8
O=C(CCCCCN1C(=O)C2C3C=CC(C3)C2C1=O)Nc1nccs1 (configuration not stated),14%,0%,-13,-1%,1%,-8,-6%,2%,-2,1
COc1ccc2[nH]c3nc(SC(C)C)nnc3c2c1,-12%,-4%,6,2%,8%,34,?,-3%,0,-6

# Among those listed so far, 6 contain an aryl methoxy group.
SMILES,Eya2 phos inh,TCR act,KCNH2 3.1 block,USP2a block,A-T KAP1 phos,TSHR antag,ELG1 DNA repair,Mito fusion yeast,TRPV1 agonist,hERG WT inh
COc1ccc(N2C(=O)CC(N3CCN(c4ccc(S(C)(=O)=O)cc4)CC3)C2=O)cc1 (configuration not stated),-11%,.,-11,2%,-2%,5,8%,-3%,2,39
COC(=O)c1cc(-c2ccc(OC)c(OC)c2)n[nH]1,0%,-1%,-1,2%,-3%,0,?,-3%,-3,-2
COc1ccccc1NC(=O)C1=C(C)NC(SCC(=O)Nc2ccc(C(=O)O)cc2)=C(C#N)C1c1cccs1 (configuration not stated),14%,7%,6,1%,-55%[inhibitor],-8,11%,2%,2,22
COc1ccc(-c2nc(NC(=O)Cn3ccc(C(F)(F)F)n3)sc2C)cc1,2%,4%,16,-2%,.,-15,?,-5%,2,-1
COc1cc(NC(=S)N2CCN(C(=O)c3ccco3)CC2)c(OC)cc1Cl,-3%,-3%[46.1 µM],-3,0%,-4%,18,1%,1%,3,-1
COc1ccc2[nH]c3nc(SC(C)C)nnc3c2c1,-12%,-4%,6,2%,8%,34,?,-3%,0,-6
